OXTR potentiator = potentiators of human oxytocin receptor | P30559 | CHO-OTR cells, Fluo-8 calcium fluorescence, potentiator mode; 0% = oxytocin EC15, 100% = EC100 | activation, % at 3 µM | 320,000 tested, 0.061% active | AID 2445;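 active = activation above that plate's cutoff, the mean activation of tested compounds plus 3 SD, cut at about 6.6% in these data, passing the limit was not always enough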;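 note: 100% uses oxytocin at 75 nM as the full agonist control; some results filed as inactive read as strong as hits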
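Assay system: CHO cell line stably expressing human OTR | Also added: Oxytocin at about EC15, sub-maximal agonist stimulus | Times: Compound 6 min at room temperature before oxytocin, 100 s read | Measured by: Fluo-8 intracellular calcium fluorescence, ex 470-495, em 515-575 nm | Controls: EC15 oxytocin alone as 0%, 75 nM oxytocin as 100%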
CHO parental Ca = signal in parental CHO cells, OX1R antagonist counter-screen; AID 463079; 330,000 tested, 0.63% active; parental CHO-K1, ATP-induced calcium, Fluo-8 fluorescence; inhibition, % at 5.6 µM;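 active = inhibition above that plate's mean sample inhibition plus 3 SD, cut at about 26% in these data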;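 note: 0% = ATP-challenged DMSO wells and 100% = DMSO wells without ATP; some compounds past the cut are filed as inactive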
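Measured by: calcium-sensitive Fluo-8 fluorescence / Test system: CHO parental line / Controls: ATP-challenged DMSO wells low, unchallenged DMSO wells high / Measure: % inhibition / Compound: single nominal dose of 5.6 µM per compound / Replicates: single well per compound, no replicates / Reagent: ATP as calcium-mobilizing challenge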
CHO-K1 Ca antag = counter-screen for M1 antagonists: effect in parental CHO-K1 cells; ATP-induced calcium, Fluo-8 fluorescence; AID 602250; 360,000 tested, 0.6% active; inhibition, % at 3 µM;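 active = inhibition above a per-plate cutoff, the plate's mean sample inhibition plus 3 SD, cut at about 24% in these data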;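 note: 0% = DMSO plus EC80 ATP and 100% = DMSO alone without ATP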
GPR7 antag = blocks human GPR7 receptor signaling | P48145 | GPR7-expressing cells, fluorescence antagonist assay | inhibition, % at 4.4 µM | 290,000 tested, 1.1% active; in the data active = inhibition above about 16%, passing the limit was not always enough;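 note: cells stimulated with the agonist NPW; 0% = agonist with vehicle and 100% = vehicle without agonist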
Target sequence (P48145 whole entry, looked up): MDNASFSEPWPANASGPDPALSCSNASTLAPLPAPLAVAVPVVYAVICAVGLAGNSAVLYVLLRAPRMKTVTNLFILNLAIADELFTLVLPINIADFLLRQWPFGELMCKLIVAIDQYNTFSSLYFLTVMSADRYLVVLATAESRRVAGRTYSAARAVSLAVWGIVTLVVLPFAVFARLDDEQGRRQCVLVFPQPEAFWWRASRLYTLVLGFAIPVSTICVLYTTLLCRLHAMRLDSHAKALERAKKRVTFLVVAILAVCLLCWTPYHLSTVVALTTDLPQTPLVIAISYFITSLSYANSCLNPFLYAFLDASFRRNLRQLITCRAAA
M1 PAM parental = nonselective activator or artifact in parental CHO-K1 calcium assay. ATP EC20, Fluo-8 calcium fluorescence; 0% at ATP EC20, 100% at ATP max. activation, % at 3 µM. 360,000 tested, 0.02% active. AID 602247;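 active = activation above the run cutoff, the mean activation of all test compounds plus 3 SD, cut at about 40% in these data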;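 note: peak over basal fluorescence ratio in a 140 s read after ATP addition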
CHO-K1 Ca ag = nonselective activator or artifact in parental CHO-K1 cells | Fluo-8 calcium fluorescence; scaled to maximal ATP response, vehicle zero | activation, % at 3 µM | 360,000 tested, 0.48% active | AID 602248; in the data active = activation above about 15%;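 note: untransfected CHO-K1 host cells lacking M1 receptor as counterscreen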
V1R ag counter = activates human V1a receptor in oxytocin agonist counter-screen; P37288; CHO-V1R cells, Fluo-8 calcium fluorescence, agonist mode; 0% DMSO, 100% 3 nM vasopressin; activation, % at 3 µM; 320,000 tested, 0.25% active; AID 2797;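 active = activation above the mean activation of all tested compounds plus 3 SD, per screening run, cut at about 20% in these data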;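 note: signal is peak over basal fluorescence ratio across a 100 second FLIPR read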
Target sequence (P37288 whole entry, looked up): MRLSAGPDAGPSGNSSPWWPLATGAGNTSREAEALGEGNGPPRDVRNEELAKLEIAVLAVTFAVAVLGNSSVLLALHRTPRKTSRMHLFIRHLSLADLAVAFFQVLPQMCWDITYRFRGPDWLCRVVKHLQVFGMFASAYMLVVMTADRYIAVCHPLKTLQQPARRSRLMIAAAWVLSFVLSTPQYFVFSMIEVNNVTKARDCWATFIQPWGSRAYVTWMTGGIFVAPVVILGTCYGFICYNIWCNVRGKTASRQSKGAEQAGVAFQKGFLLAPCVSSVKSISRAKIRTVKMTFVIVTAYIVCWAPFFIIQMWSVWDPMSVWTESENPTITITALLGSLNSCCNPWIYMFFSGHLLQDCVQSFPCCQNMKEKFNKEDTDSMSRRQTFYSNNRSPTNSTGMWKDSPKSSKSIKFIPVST
TAAR1 antagonist = antagonists of human TAAR1 | CHO RD-HGA16 TAAR1, Fluo-8 calcium fluorescence, antagonist | 360,000 tested, 1.5% active | inhibition, % at 3 µM;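 active = inhibition above a per-plate cutoff, the mean inhibition of test compounds on that plate plus 3 SD, cut at about 49% in these data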;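 note: 0% = DMSO plus EC80 beta-PEA response and 100% = DMSO alone without agonist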
Target sequence (Q96RJ0 whole entry, looked up): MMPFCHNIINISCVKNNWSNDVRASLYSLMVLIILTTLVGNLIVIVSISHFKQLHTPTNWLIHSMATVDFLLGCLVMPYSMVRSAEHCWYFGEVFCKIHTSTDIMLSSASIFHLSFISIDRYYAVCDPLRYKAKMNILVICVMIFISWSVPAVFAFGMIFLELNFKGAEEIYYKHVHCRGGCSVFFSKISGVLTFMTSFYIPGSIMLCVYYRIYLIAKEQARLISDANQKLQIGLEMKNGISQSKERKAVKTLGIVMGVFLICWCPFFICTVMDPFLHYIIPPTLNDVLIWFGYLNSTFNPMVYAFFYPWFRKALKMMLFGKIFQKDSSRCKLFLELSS
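Test system – hTAAR1-expressing CHO RD-HGA16 cells, Gα16-coupled · Also added – β-PEA at EC80 concentration, post-compound challenge · Compound – 3 µM, single point · Incubation – dye loading 75 min at 37 °C, then 30 min room temperature · Measured by – Fluo-8 intracellular calcium dye fluorescence, real-time kinetic reads · Benchmarks – vehicle and agonist controls · Replicates – singlicate, one well per test compound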
OXTR ag = activates the human oxytocin receptor; P30559; CHO-OTR cells, Fluo-8 calcium fluorescence; normalized: DMSO 0%, oxytocin 100%; activation, % at 3 µM; 320,000 tested, 0.32% active;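 active = activation above the mean of all tested compounds plus 3 SD, cutoff set per screening run, cut at about 20% in these data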;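 note: peak over basal fluorescence ratio from a 100 s FLIPR kinetic read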
Active calls of the source: *; . = no result given. These rows are one share of the data, so the mix of outcomes need not match the whole.

A first look:
SMILES | OXTR potentiator | CHO parental Ca | CHO-K1 Ca antag | GPR7 antag | M1 PAM parental | CHO-K1 Ca ag | V1R ag counter | TAAR1 antagonist | OXTR ag
CSCCC(c1nnnn1C1CCCCC1)N1CCC(n2c(=O)[nH]c3ccccc32)CC1 (centres undefined) | . | . | 15 | . | -6 | 6.0 | . | 62* | .
COc1ccc2[nH]c(C)c(CCNCc3cc(OC)c4c(c3)OCO4)c2c1 | -4 | -6 | -7 | . | 5 | 3.1 | 2.5 | 7 | 5.7
CCOC(=O)c1ccc(NC(=O)c2c(O)[nH]c(=O)[nH]c2=O)cc1 | -15 | -8 | -6 | 48* | 22 | 0.8 | 0.7 | 8 | 1.2
O=C(c1ccc(-c2ccccc2)c(F)c1)C1CCCN(CCO)C1 (centres undefined) | -3 | -11 | 9 | 5 | -2 | 1.2 | 3.0 | -17 | 3.8
CC(C)Oc1ccc(Cc2c(O)[nH]c(=O)[nH]c2=O)cc1 | 2 | 1 | . | -9 | . | . | 0.7 | -12 | -0.4

Main list, previewed entries included:
SMILES | OXTR potentiator | CHO parental Ca | CHO-K1 Ca antag | GPR7 antag | M1 PAM parental | CHO-K1 Ca ag | V1R ag counter | TAAR1 antagonist | OXTR ag
CSCCC(c1nnnn1C1CCCCC1)N1CCC(n2c(=O)[nH]c3ccccc32)CC1 (centres undefined) | . | . | 15 | . | -6 | 6.0 | . | 62* | .
COc1ccc2[nH]c(C)c(CCNCc3cc(OC)c4c(c3)OCO4)c2c1 | -4 | -6 | -7 | . | 5 | 3.1 | 2.5 | 7 | 5.7
CCOC(=O)c1ccc(NC(=O)c2c(O)[nH]c(=O)[nH]c2=O)cc1 | -15 | -8 | -6 | 48* | 22 | 0.8 | 0.7 | 8 | 1.2
O=C(c1ccc(-c2ccccc2)c(F)c1)C1CCCN(CCO)C1 (centres undefined) | -3 | -11 | 9 | 5 | -2 | 1.2 | 3.0 | -17 | 3.8
CC(C)Oc1ccc(Cc2c(O)[nH]c(=O)[nH]c2=O)cc1 | 2 | 1 | . | -9 | . | . | 0.7 | -12 | -0.4
CCc1cc2c(s1)N(CC(=O)OC)C(=O)CN=C2c1ccccc1OC | -3 | -10 | 10 | 3 | -2 | 0.1 | 3.1 | 7 | 1.3
CCC1(c2ccccc2)C(=O)N(COC)C(=O)N(COC)C1=O | -5 | -5 | -4 | -11 | 7 | 0.8 | 0.6 | -9 | -0.7
C[C@]12CCC3C(CC[C@H]4C[C@H](O)CC[C@]34C)C1C[C@@H](O)[C@H]2O (some centres undefined) | . | . | 13 | . | -15 | 1.2 | . | 5 | .
CC(CC(C#N)(c1ccccc1)c1ccccc1)N1CCOCC1 (centres undefined) | . | . | -10 | . | 11 | -0.7 | . | 3 | .
Cc1ccc(/C=C2/Sc3ccc(C(=O)N4CCC5(CC4)OCCO5)cc3NC2=O)cc1 | -4 | -37 | -7 | 1 | -8 | 6.2 | 2.3 | -4 | 0.5
O=C1Nc2ccccc2C(c2ccccc2)=NC1O (centres undefined) | 0 | -3 | -17 | -1 | 4 | 0.1 | 0.6 | -18 | 0.5
O=[N+]([O-])c1cnc2ccc3ccccc3c2c1 | 6 | -8 | -8 | 5 | 7 | 1.2 | -1.0 | -12 | -1.3
O=c1c2ccccc2nc(Cc2ccccc2)n1-c1ccccc1 | . | . | -4 | -18 | 4 | 0.4 | . | -3 | .
C/C1=C\[C@@H](C)C/C=C/[C@H]2[C@@H]3O[C@]3(C)[C@@H](C)[C@H]3[C@H](Cc4c[nH]c5ccccc45)NC(=O)[C@]32C(=O)/C=C/C(=O)[C@@H]1O | -4 | -22 | -3 | -10 | 8 | 4.3 | -0.4 | . | 2.5
CC[C@@H](CO)C1CC2NC3CC4(c5ccccc5N(C)[C@@H]24)C(O)C31 (some centres undefined) | -3 | 6 | 5 | . | 3 | 0.2 | 0.2 | -4 | -0.6
CCCCCCN=C(CC)c1c(O)n(CCCC)c(=O)[nH]c1=O | -6 | -6 | 2 | -13 | 9 | 3.8 | 1.7 | 5 | 2.7
COC(=O)C1=C(c2ccc(OCc3ccccc3)cc2)C[C@@H]2CC[C@H]1N2C(=O)NCc1ccc(F)cc1 | . | . | -6 | . | 13 | 0.2 | . | -3 | .
Cc1cc(C=O)c(C)n1C1CCCCC1 | 0 | -20 | -15 | 0 | 6 | 0.5 | 0.0 | 1 | 0.2
O=c1[nH]c(CN2CC=C(c3ccccc3)CC2)nc2scc(-c3ccccc3)c12 | 1 | -4 | 4 | 4 | -3 | 0.2 | -1.2 | -20 | -0.5
CN1CCN(c2ccc([N+](=O)[O-])c3no[n+]([O-])c23)CC1 | -24 | 22 | -1 | 10 | -1 | 13 | 28* | 7 | 19
COc1ccc(C(=O)C2CCCN(Cc3ccon3)C2)cc1OC (centres undefined) | -9 | -6 | -1 | -3 | 13 | -0.1 | 0.1 | -18 | -0.4
C[C@H]1COc2cc(N3CCN(C)CC3)ccc2S(=O)(=O)N1 | . | . | 7 | . | 2 | 0.0 | . | -10 | .
N#CC(C#N)=NNc1ccc(S(N)(=O)=O)cc1 | -5 | -4 | -7 | -5 | 9 | -0.3 | -0.4 | -4 | -0.4
CCOC(=O)c1cc2c(cn1)[nH]c1ccccc12 | -8 | -4 | -6 | -6 | 11 | 0.1 | 1.1 | -24 | -0.2
Cc1cccc(-n2c(O)c(C)c(=O)[nH]c2=S)c1 | . | . | 8 | -3 | 1 | 0.7 | . | -2 | .

The results go on.
SMILES | OXTR potentiator | CHO parental Ca | CHO-K1 Ca antag | GPR7 antag | M1 PAM parental | CHO-K1 Ca ag | V1R ag counter | TAAR1 antagonist | OXTR ag
CC(CC(C)(C)N1CC1)=NNC(=O)Nc1cccc2ccccc12 | . | . | -8 | . | 4 | 0.1 | . | 11 | .
COc1ccc(NC(=O)c2cn(CCC#N)nc2-c2ccc(OC)c(OC)c2)cc1 | -9 | -15 | -17 | -5 | 6 | 0.9 | 0.3 | -8 | 0.4
C[C@@]1(CO)[C@H](O)CC[C@@]2(C)[C@H]1CC[C@H]1C[C@@H]3C[C@@]12CC[C@]3(O)CO | -8 | -11 | . | -8 | . | . | 1.2 | . | 2.1
O=Cc1cn(Cc2ccccc2[N+](=O)[O-])c2ccccc12 | -14 | -5 | -3 | 5 | 8 | 9.5 | 7.8 | 2 | 5.8
CCCCCCn1c(O)c(C(C)=NC)c(=O)[nH]c1=O | -3 | -15 | -4 | -2 | 9 | 0.5 | 1.4 | -12 | -0.8
CN=C1CN(O)C(c2ccccc2)c2cc(Cl)ccc2N1 (centres undefined) | . | . | 7 | . | -14 | 0.8 | . | 4 | .
ClC1=CCC2CN(CCN3CCCCC3)CC2C1 (centres undefined) | -10 | -10 | -4 | . | 8 | 0.6 | -0.1 | -6 | -0.9
O=C1NC(=O)N(CCNc2ncc(C(F)(F)F)cc2Cl)C(=O)C1Cc1ccc(Cl)cc1 (centres undefined) | -4 | -4 | -5 | -2 | 15 | -0.1 | 0.1 | -16 | -0.7
COC(=O)N(c1ccc(OC)cc1)P1(=S)OCCC(C)O1 (centres undefined) | -13 | -6 | 1 | -2 | 4 | 0.4 | 0.2 | -4 | -1.1
CCOC(=O)c1cc(CC)sc1/N=C/c1c(O)[nH]c(=S)[nH]c1=O | 11 | -13 | 7 | 1 | 3 | 0.2 | 1.6 | -10 | 0.0
CCN(CC)c1ccc(/C=C2\C(=O)NC(=S)N(c3ccc(OC)cc3OC)C2=O)o1 | -12 | 4 | -2 | . | 17 | 23* | 13 | . | 12
Cc1c(C=O)c2ccccc2n1Cc1ccccc1F | -6 | -21 | -5 | -7 | 20 | 2.5 | 0.7 | -2 | 0.3
CCOC(=O)[C@]12Cc3ccc(C)cc3[C@H]1N(C1CCCCC1)C(=O)c1ccccc12 | . | . | 3 | . | 9 | 1.7 | . | 15 | .
NC12CN3CN(CN(C3)C1)C2 (tested in a mixture with another compound) | 1 | 8 | 0 | 13 | 6 | 0.0 | 0.9 | -6 | 0.6
CN(C)C(=O)Oc1ccc2c(c1)O/C(=C\c1ccc(Cl)cc1)C2=O | -8 | -16 | 8 | 1 | 15 | 8.5 | -0.5 | 2 | -0.6
CC(C)c1ccc(N2C(=O)NC(=O)/C(=C\c3cnc(-c4ccccc4)nc3)C2=O)cc1 | -11 | -7 | 1 | -4 | 0 | 0.1 | 0.2 | -1 | -0.6
Cc1sc2ncnc(N3CCC(C(=O)Nc4ccc(C#N)c(Cl)c4)CC3)c2c1C | -14 | -7 | 6 | . | -7 | 2.4 | 2.7 | 35 | 1.2
O=C1NC(=S)NC(=O)C1=Cc1cccn1-c1ccc(O)cc1 | . | . | -2 | -8 | -9 | 0.6 | . | 13 | .
CNC(=S)NC1CC2CCCC(C1)N2CC(C)C (centres undefined) | 1 | 5 | 6 | 20 | 6 | 2.4 | -0.5 | 2 | 0.8
CC12CCC(O)CC1CCC1C2CCC2(C)C(C(=O)CO)CCC12 (centres undefined) | . | . | -6 | . | 1 | 5.2 | . | 24 | .
CC(Cc1ccccc1)NC(=O)CCCCC(=O)NC(C)Cc1ccccc1 (centres undefined) | -6 | -9 | -8 | -3 | 15 | 1.0 | 0.9 | -8 | -0.2
COc1ccc(C(O)CNC(C)C)c(F)c1OC (centres undefined) | -2 | -13 | -5 | . | -2 | 0.2 | 0.3 | 4 | 0.4
Cc1ccccc1CS(=O)(=O)Cc1ccc(C(=O)N2CCC3(CC2)OCCO3)o1 | -6 | -14 | -3 | -12 | 1 | 0.5 | 0.2 | 4 | 0.7
COc1cccc(C(=O)C2CCCN(Cc3cnn(C(C)C)c3)C2)c1 (centres undefined) | -1 | -7 | -8 | -14 | 20 | 1.2 | -0.1 | 6 | 1.0
O=c1[nH]c(=S)n(-c2ccc(Cl)cc2)c(O)c1/C=N/N1CCOCC1 | -5 | -4 | -2 | -7 | 15 | 1.0 | 0.3 | -46 | -0.3
O=c1cccc2n1CC1CC2CN(Cc2c(Cl)cccc2Cl)C1 (centres undefined) | -9 | -17 | -5 | -14 | -5 | -0.3 | -0.6 | 13 | -1.1
CC(C)c1ccc(NC(=O)CSc2nnc(OC(=O)N(C)C)n2C2CC2)cc1 | -12 | -11 | -8 | -16 | 2 | -0.2 | 0.6 | -17 | -0.8

Part of the list above, limited to TAAR1 antagonist and OXTR potentiator.
SMILES | TAAR1 antagonist | OXTR potentiator
ClC1=CCC2CN(CCN3CCCCC3)CC2C1 (centres undefined) | -6 | -10
O=C1NC(=O)N(CCNc2ncc(C(F)(F)F)cc2Cl)C(=O)C1Cc1ccc(Cl)cc1 (centres undefined) | -16 | -4

From PubChem BioAssay
